Source: PubChem (National Center for Advancing Translational Sciences (NCATS))
TRHR agonist – qHTS for Small Molecule Agonists and Allosteric Enhancers of Human TRH Receptor: Primary Screen for Agonists; Thyrotropin-releasing hormone receptor (Homo sapiens), P34981; TRHR cells, calcium flux fluo-8, FDSS agonist mode; activation, % at 2 µM; 0.18% of 360,000 active; note: 0% is about no effect
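In this calcium-flux screen, cells bearing human TRHR are dye-loaded with fluo-8, baselined for 10 cycles, then exposed to library compounds; positive kinetic calcium responses during the agonist phase mark hits, with TRH as control.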
D2 potentiator – HTS Assay for Positive Allosteric Modulators of the Human D2 Dopamine Receptor: Primary Screen for Potentiators; D(2) dopamine receptor (Homo sapiens), P14416; HEK293 T-REx D2, calcium flux, EC20 dopamine potentiation; potentiation, % at 10 µM; 0.34% of 340,000 active; AID 485347, 2010;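 active = potentiation over 3 SD above the plate norm, cut at about 30% in these data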; note: 0% is about no effect
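Tetracycline-induced Hek293 Trex D2 cells, force-coupled to calcium, loaded with no-wash calcium dye. Compound added with 180 s kinetic read for agonism, then EC20 dopamine and a further 180 s read for potentiation.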
RXFP1 antagonist – qHTS Assay for Antagonists of the Relaxin Receptor RXFP1. Relaxin receptor 1 (Homo sapiens), Q9HBX9. AID 1259400, 2018. HEK293-RXFP1, relaxin-stimulated cAMP HTRF, 30 min; active compounds read low. activity change, negative = inhibition, % at 57.5 µM. 0.59% of 350,000 active;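 active = activity change of -60% or lower, but not beyond a set lower limit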; note: % is set by controls: 0 for no effect and ±100 for the full control effect
Target sequence (Q9HBX9 whole entry, looked up): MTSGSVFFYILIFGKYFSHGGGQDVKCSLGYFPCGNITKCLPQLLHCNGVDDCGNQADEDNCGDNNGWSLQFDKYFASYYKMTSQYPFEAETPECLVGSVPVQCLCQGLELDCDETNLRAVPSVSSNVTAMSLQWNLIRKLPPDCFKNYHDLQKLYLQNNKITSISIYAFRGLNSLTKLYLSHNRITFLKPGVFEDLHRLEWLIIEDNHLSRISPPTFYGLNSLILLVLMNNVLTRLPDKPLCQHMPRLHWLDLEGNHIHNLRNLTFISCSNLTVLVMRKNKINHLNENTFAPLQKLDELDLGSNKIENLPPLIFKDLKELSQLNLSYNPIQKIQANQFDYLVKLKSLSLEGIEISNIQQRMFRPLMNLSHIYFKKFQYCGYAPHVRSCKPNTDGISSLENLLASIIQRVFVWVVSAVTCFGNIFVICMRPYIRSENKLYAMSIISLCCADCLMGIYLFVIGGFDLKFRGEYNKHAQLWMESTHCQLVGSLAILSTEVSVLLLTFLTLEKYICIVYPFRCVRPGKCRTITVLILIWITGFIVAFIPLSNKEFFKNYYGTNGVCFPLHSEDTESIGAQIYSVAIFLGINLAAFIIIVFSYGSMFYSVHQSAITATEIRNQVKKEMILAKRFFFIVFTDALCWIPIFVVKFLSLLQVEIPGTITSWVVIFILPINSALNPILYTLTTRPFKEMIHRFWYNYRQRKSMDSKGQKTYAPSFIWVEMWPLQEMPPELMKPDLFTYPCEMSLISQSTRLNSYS
D1 antag – Antagonist of Human D 1 Dopamine Receptor: qHTS. 3.2% of 360,000 active. activity change, negative = inhibition, % at 10 µM. HEK293 TREx D1 cells, calcium flux, dopamine EC80; active compounds read low; in the data active = activity change below about -30%; note: % is set by controls: 0 for no effect and ±100 for the full control effect
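After overnight tetracycline induction at 30 C, force-coupled D1 HEK293 cells took up a no-wash calcium dye at room temperature. Compounds were added and monitored 180 s, and the response to EC80 dopamine was then recorded.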
D1 agonist – Allosteric Agonists of the Human D1 Dopamine Receptor: qHTS | D(1A) dopamine receptor (Homo sapiens), P21728 | activation, % at 2 µM | 1% of 360,000 active | HEK293 T-REx D1 cells, calcium flux, agonist mode; note: 0% is about no effect
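Tetracycline-induced HEK293 TREx D1 cells, force-coupled to calcium signalling, were dye-loaded with a no-wash calcium kit. Compound was pin-added after a 10 s baseline. Fluorescence was read kinetically at 1 cycle/s for 180 s, with calcium rises flagged as agonism.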
D2 agonist – HTS Assay for Allosteric Agonists of the Human D2 Dopamine Receptor: Primary Screen for Agonists; D(2) dopamine receptor (Homo sapiens), P14416; HEK293 T-REx D2 cells, calcium flux agonist mode; activation, % at 2 µM; 0.53% of 340,000 active; AID 485358, 2010;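 active = activation over 3 SD above normal in the single-dose calcium agonist read, cut at about 30% in these data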; note: 0% is about no effect
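Agonism scored from kinetic calcium signal (1 read/sec, 180 s) following compound pin transfer, after a 10 s baseline. Cells: HEK293 Trex line expressing inducible D2 receptor coupled to calcium, dye-loaded after overnight culture at 30 C.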
TRHR PAM – qHTS for Small Molecule Agonists and Allosteric Enhancers of Human TRH Receptor: Primary Screen for Enhancers | Thyrotropin-releasing hormone receptor (Homo sapiens), P34981 | TRHR cells, fluo-8 calcium fluorescence, EC20 TRH enhancement | enhancement, % at 2 µM | 0.66% of 360,000 active; in the data active = enhancement above about 30%; note: 0% is about no effect
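Enhancer read-out: after compound pinning and an initial kinetic agonist-mode read, an EC20 of TRH (10 nM final) was injected and fluo-8 calcium signal (Ex 480/Em 530) followed at 1 s/cycle for 100 cycles in TRHR-expressing cells.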
D1 potentiator – Potentiators of Human D1 Dopamine Receptor: qHTS; AID 504651, 2011; 0.036% of 360,000 active; HEK293 TREx D1 cells, calcium flux, dopamine EC20 potentiation; potentiation, % at 10 µM; D(1A) dopamine receptor (Homo sapiens), P21728; in the data active = potentiation above about 30%; note: 0% is about no effect
D2 antagonist – HTS Assay for Allosteric Antagonists of the Human D2 Dopamine Receptor: Primary Screen for Antagonists; inhibition, % at 10 µM; 2% of 340,000 active; D(2) dopamine receptor (Homo sapiens), P14416; HEK293 TREx D2 cells, calcium flux, dopamine EC80; in the data active = inhibition above about 30%; note: 0% is about no effect
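Overnight-induced (tetracycline, 30 C) HEK293 T-REx cells carrying force-coupled D2 receive a no-wash calcium dye, then compound, then EC80 dopamine at 180 s; signals are read kinetically throughout.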
Active calls of the source: *; x = no result given; & = joins results of further samples. Cut-off read from the data, not from the text of the source, unless noted: active = activation above about 30%; inactive = the rest.

SMILES	TRHR agonist	D2 potentiator	RXFP1 antagonist	D1 antag	D1 agonist	D2 agonist	TRHR PAM	D1 potentiator	D2 antagonist
Cc1cnc(-c2nnc(N(C)C(=O)C3CCOC3)s2)cn1 (stereo not drawn)	0.2	1	1	-13	2	1.0	4	-4	7
COc1cccc(CNC(=O)CSC2=Nc3ccccc3C3=NC(C)C(=O)N23)c1OC (stereo not drawn)	-1.4	7	-1	6	1	-3.6	6	1	x
O=[N+]([O-])c1cccc(S(=O)(=O)N2CCN(S(=O)(=O)c3ccc4c(c3)OCCO4)CC2)c1	-0.8	x	x	-5	1	x	1	5	x
COc1ccccc1NC(=O)N1CCCC1C(=O)Nc1ccc2c(c1)OCCO2 (stereo not drawn)	0.1	-1	-7	8	0	-0.4	-1	3	6
CCCCc1c(O)nc2ccccn2c1=O	0.4	-10	-8	9	2	1.1	-2	11	9
COc1ccc(-c2nc(Cn3c(SCc4ccccc4F)nc4ccncc43)c(C)o2)cc1OC	-0.7	25	x	9	2	0.0	4	0	x
CC(C)CCN1CCN(CC#Cc2ccccc2)CC1CCO (stereo not drawn)	0.0	-10	3	1	1	0.0	3	-4	3
Cc1cc(NC(=O)CCc2ccccc2)c([N+](=O)[O-])cc1C	-0.4	-15	13	1	1	-1.0	-1	1	-2
COc1ccc(Nc2cc(C(=O)NCc3ccccc3)c3ccccc3n2)cc1OC	-0.1	x	7	-4	-1	0.0	3	3	x
Cc1cccc(N2CCN(C(=S)Nc3ccc4nc(N5CCN(C)CC5)cc(C)c4c3)CC2)c1C	0.8	x	3	-7	2	0.5	-3	-8	1
COC(=O)[C@H](CC(C)C)NC(=O)N1CCC(C)CC1	0.0	-11	10	6	4	0.5	-7	-1	13
COc1ccc(Nc2nc(-c3ccccc3)c(C(=O)Nc3cccnc3)s2)cc1	0.1	2	-4	7	4	0.1	1	-1	1
CCOc1ccc(C2=CSC3=NCCN23)cc1Cl	-0.3	-4	-9	-1	0	-0.6	4	-1	-6
CCOc1ccc(-n2nc3ccc(NC(=O)COc4ccc(OC)cc4)cc3n2)cc1	0.5	8	1	-14	0	1.2	2	0	x
O=S1(=O)CC(NCc2ccccc2)C(Nc2ccccc2)C1 (stereo not drawn)	0.6	3	28	8	0	0.6	1	1	2
CC(=O)NC(C)c1ccc(C(=O)CSc2nnc(C3CC3)n2C2CC2)cc1 (stereo not drawn)	0.7	17	0	13	3	0.0	9	4	-11
CCc1ccccc1NNC(=O)c1snnc1C	-0.6	2	10	-20	3	-0.5	-2	0	14
O=C(NC1CCCCC1)C1CCCN1C(=O)NCc1ccccc1 (stereo not drawn)	-0.5	-5	6	7	1	0.3	-10	-4	11
O=C(CCS(=O)(=O)c1ccc(Cl)cc1)Nc1nnc(-c2cccs2)o1	0.2	-14	-32	5	1	-0.2	2	-4	-1
NC(=O)C1CCN(Cc2cccc(OCc3ccccc3)c2)CC1	1.2	-12	-5	22	7	-0.2	-2	-6	-3
CCCCCNC(=O)c1cccc(S(=O)(=O)N2CC3(C)CC2CC(C)(C)C3)c1 (stereo not drawn)	0.6	-2	0	0	5	-0.8	-7	4	24
CC(C)(C)c1ccc(-c2cn(-c3ccc(Br)cc3)c3[n+]2CCCS3)cc1	0.1	-13	-13	-3	5	0.9	0	1	42*
O=C(c1ccc(Cl)cc1)C1CCN(CC(=O)N2CCCCC2)CC1	1.0	2	1	4	7	-0.2	-6	-5	-1
COc1ccc(S(=O)(=O)NCc2nc3nc(C)cc(C)n3n2)cc1	1.0	27	9&-10	2	2	-1.0	0	-2	x
CCCOc1ccc(C2c3c(-c4ccccc4O)n[nH]c3C(=O)N2CCCOCC)cc1OCC (stereo not drawn)	-1.9	14	-38	17	0	x	5	11	x
c1ccc(Nc2cccc3c(Nc4ccccc4)cccc23)cc1	-0.5	x	-28	-20	1	x	-3	-3	x
CSc1nnc(-c2cccc(NC(=S)NN)c2)o1	-1.4	x	9	27	0	x	8	-2	x
Cc1[nH]c(=O)c(C#N)c(C)c1[N+](=O)[O-]	0.2	9	0	-17	0	0.3	-4	0	5
Cc1ccc(C(=O)NNC(=O)c2ccncc2)cc1S(=O)(=O)N1CCOCC1	0.3	x	-3	-6	2	x	7	-8	x
CCOC(=O)C1CCCN(C2=NC(=O)/C(=C/c3ccc(OC)cc3OC)S2)C1 (stereo not drawn)	-0.2	4	10	-10	0	0.9	-5	-7	-17
COc1cc(CN2CCCCCC2)cc(Br)c1O	2.3	-6	-7	2	4	5.7	4	-4	-32
Cc1ccc(OCC(=O)N2CCCCCCC2)cc1C	0.0	-6	1	-20	-3	-0.6	-2	8	-8
COC(=O)C1=C(C)N(c2cccc(C(C)=O)c2)C(=O)C1	0.2	-17	-2	-3	1	-0.9	-11	-3	16
COc1ccc(Cc2nnc(N/N=C(\C)c3ccccc3)[nH]c2=O)cc1OC	0.0	-2	0	-4	1	2.7	-1	1	-11
CC(C)(C)c1nnc(NC(=O)c2ccc3c(c2)OCO3)s1	2.7	-17	14	-5	4	1.4	-3	-8	-6
Cc1ccc(S(=O)(=O)O)c(C)c1N1CCCC1=O	2.0	-3	4	-7	5	0.2	-3	-1	-18
CC1=C(C)CC(C(=O)NCc2ccccn2)C(C(=O)O)C1 (stereo not drawn)	0.9	-1	11	-91*	3	0.3	3	-4	0
COc1ccccc1S(=O)Cc1ccc(C(=O)NCCc2ccc(Cl)cc2)o1 (stereo not drawn)	-1.0	-21	x	-9	7	-0.4	-9	x	-30
COc1ccc(N2CCN(C(=O)c3ccc4nc(N5CCCCC5)sc4c3)CC2)cc1	-0.1	2	-20	-24	-1	-0.8	-2	-3	20
CCOC(=O)c1c(CC(C)C)csc1NC(=O)COC(=O)c1ccc(O)cc1	-0.1	-1	10	-24	1	-0.2	-7	-7	7
CC(C)OC(=O)CSc1nnc(-c2ccc(O)cc2)n1Cc1ccccc1	-0.9	9	3	2	5	-1.4	1	-12	-6
CCn1c(=O)c2cc(C(=O)NCc3cccs3)sc2c2ccccc21	-0.4	-13	8	11	1	-1.8	0	6	-10
CCCCn1c(=O)n(-c2cc(OC)ccc2OC)c(=O)c2c3c(sc21)CN(C(C)=O)CC3	-0.2	-19	x	9	0	0.3	4	-6	x
O=C(Nc1nc(-c2cccs2)cs1)c1cccc(S(=O)(=O)N2CCCCCC2)c1	1.0	-6	-5	7	1	0.2	3	-2	-12
Cc1cccc(NC(=O)c2cc(Cl)nc3ccccc23)c1	-0.1	-2	-15	-1	0	1.0	2	-6	10
CCN(CC)CCCNC(=S)N1CCC(c2nc3ccccc3[nH]2)CC1	0.4	-2	6	10	0	0.9	-3	7	-1
CCCCOc1ccc(C(=O)NCC(=O)NCCOc2ccc(C)cc2)cc1	-0.6	9	2	19	2	-0.2	32*	0	12
CC1CCN(C(=O)c2c(NC(=O)c3ccccc3Cl)sc3c2CCC(C(C)(C)C)C3)CC1 (stereo not drawn)	-0.2	11	-7	17	-1	1.2	-2	2	x
CCc1cc2c(=O)[nH]c(COC)nc2s1	0.0	3	2	3	3	0.3	3	-1	5
COc1ccc(Br)cc1/C=C/C(=O)NC(=S)Nc1ccc(CN2CCOCC2)cc1	0.6	2	-21	-15	7	0.5	-3	-4	-9
CC(=O)NCCSc1ccc(S(=O)(=O)N2CCCC2)cn1	0.0	0	5	-8	0	1.0	16	6	6
O=C(C1CCCCC1)N(CCN1CCCC1)c1nc2ccccc2s1	0.6	x	-13	-8	1	x	3	-2	x
O=C(COC(=O)c1cc(=O)c2ccccc2o1)Nc1c(F)c(F)c(F)c(F)c1F	1.3	14	-17	-11	1	0.3	6	3	-13

Two compounds picked at random from those above:
SMILES	TRHR agonist	D2 potentiator	RXFP1 antagonist	D1 antag	D1 agonist	D2 agonist	TRHR PAM	D1 potentiator	D2 antagonist
CC1CCN(C(=O)c2c(NC(=O)c3ccccc3Cl)sc3c2CCC(C(C)(C)C)C3)CC1 (stereo not drawn)	-0.2	11	-7	17	-1	1.2	-2	2	x
O=C(COC(=O)c1cc(=O)c2ccccc2o1)Nc1c(F)c(F)c(F)c(F)c1F	1.3	14	-17	-11	1	0.3	6	3	-13

In the list so far, these contain a halogen.
SMILES	TRHR agonist	D2 potentiator	RXFP1 antagonist	D1 antag	D1 agonist	D2 agonist	TRHR PAM	D1 potentiator	D2 antagonist
COc1ccc(-c2nc(Cn3c(SCc4ccccc4F)nc4ccncc43)c(C)o2)cc1OC	-0.7	25	x	9	2	0.0	4	0	x
CCOc1ccc(C2=CSC3=NCCN23)cc1Cl	-0.3	-4	-9	-1	0	-0.6	4	-1	-6
O=C(CCS(=O)(=O)c1ccc(Cl)cc1)Nc1nnc(-c2cccs2)o1	0.2	-14	-32	5	1	-0.2	2	-4	-1
CC(C)(C)c1ccc(-c2cn(-c3ccc(Br)cc3)c3[n+]2CCCS3)cc1	0.1	-13	-13	-3	5	0.9	0	1	42*
O=C(c1ccc(Cl)cc1)C1CCN(CC(=O)N2CCCCC2)CC1	1.0	2	1	4	7	-0.2	-6	-5	-1
COc1cc(CN2CCCCCC2)cc(Br)c1O	2.3	-6	-7	2	4	5.7	4	-4	-32
COc1ccccc1S(=O)Cc1ccc(C(=O)NCCc2ccc(Cl)cc2)o1 (stereo not drawn)	-1.0	-21	x	-9	7	-0.4	-9	x	-30
Cc1cccc(NC(=O)c2cc(Cl)nc3ccccc23)c1	-0.1	-2	-15	-1	0	1.0	2	-6	10
CC1CCN(C(=O)c2c(NC(=O)c3ccccc3Cl)sc3c2CCC(C(C)(C)C)C3)CC1 (stereo not drawn)	-0.2	11	-7	17	-1	1.2	-2	2	x
COc1ccc(Br)cc1/C=C/C(=O)NC(=S)Nc1ccc(CN2CCOCC2)cc1	0.6	2	-21	-15	7	0.5	-3	-4	-9
O=C(COC(=O)c1cc(=O)c2ccccc2o1)Nc1c(F)c(F)c(F)c(F)c1F	1.3	14	-17	-11	1	0.3	6	3	-13
